HTR5A ag – counter-screen for OPRM1-OPRD1 agonists: human HTR5A agonism; P47898; HTR5A agonist assay, luminescence, cell-based; activation, % at 9.3 µM; 340,000 compounds, 0.61% hits; in the data active = activation mostly above about 9.5%, no sharp cut-off; inactive = mostly below about 7.6%;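 also: 0% = cells with vehicle only and 100% = reference agonist; strong numbers were not always called active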
Target sequence (P47898 whole entry, looked up): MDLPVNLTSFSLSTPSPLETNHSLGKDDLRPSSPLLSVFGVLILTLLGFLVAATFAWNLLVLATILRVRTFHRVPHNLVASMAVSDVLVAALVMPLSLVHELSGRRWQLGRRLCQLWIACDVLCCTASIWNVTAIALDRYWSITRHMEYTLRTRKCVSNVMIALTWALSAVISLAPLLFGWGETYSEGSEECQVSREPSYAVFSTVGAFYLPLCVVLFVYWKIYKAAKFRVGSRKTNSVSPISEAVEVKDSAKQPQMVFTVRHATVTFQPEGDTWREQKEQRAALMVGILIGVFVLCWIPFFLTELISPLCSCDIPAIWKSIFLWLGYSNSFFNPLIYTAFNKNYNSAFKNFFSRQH
HTR5A inv ctr – HTR5A inverse agonism, opioid heterodimer counter-screen; P47898; HTR5A cell line, luminescence; inhibition, % at 9.3 µM; 340,000 compounds, 0.083% hits; AID 504634; in the data active = inhibition mostly above about 23%, no sharp cut-off; inactive = mostly below about 18%;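 also: 0% = cells with DMSO and 100% = no-cell wells with DMSO; some compounds called inactive have numbers as strong as hits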
E coli growth – bacterial growth inhibition, counter-screen for AddAB inhibitors; E. coli V3065 growth, OD600 absorbance, 18 h; inhibition, % at 11.9 µM; 330,000 compounds, 0.27% hits; AID 449728;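 active = inhibition above the campaign's mean inhibition across all tested compounds plus 3 SD, cut at about 9.9% in these data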;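 also: uninfected addAB+ strain grown without phage in ampicillin broth; 0% = DMSO wells and 100% = ciprofloxacin 0.95 µg/ml wells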
PfHsp90 set2 – growth inhibition of yeast expressing Plasmodium Hsp90. S. cerevisiae expressing PfHsp90, BacTiter-Glo ATP, 48 h; yeast lacking PDR1 and PDR3 efflux regulators. inhibition, % at 9.4 µM. 310,000 compounds, 0.32% hits. AID 504621;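 active = every replicate shows inhibition above about 80%, whatever the replicate mean, limit read from the data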;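 also: 0% = DMSO neutral controls and 100% = 20 µM radicicol positive controls; yeast relying on Plasmodium falciparum Hsp90 in place of its own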
SUMO Mot1 rescue – SUMOylation pathway inhibition by Mot1-301 growth rescue; S. cerevisiae Mot1-301 growth rescue, ATP luminescence, 38.5C; percent above DMSO median, 100 means doubled; growth rescue, % at 18.8 µM; 320,000 compounds, 1% hits; AID 2716;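 active = every valid replicate shows activation above 250% relative to neutral control wells; inactive = the rest, any valid replicate at or below 250%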;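 also: OY570 slx delta 5 strain wells were the positive control but not used for scaling; some compounds called inactive have numbers as strong as hits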
phage Ecoli inh – E. coli growth loss with phage present. 360,000 compounds, 0.26% hits. AID 651602. growth absorbance. inhibition, % at 11.9 µM; in the data active = inhibition above about 11%
MOR-DOR ag – agonists of human mu-delta opioid receptor heterodimerization | AID 504326 | 340,000 compounds, 0.3% hits | cells, OPRM1-OPRD1 heterodimerization, luminescence | activation, % at 9.3 µM; in the data active = activation above about 18%;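 also: 0% = vehicle-treated cells and 100% = reference agonist; values of inactives mirror those of a sister screen read the other way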
Target sequence (P35372 whole entry, looked up): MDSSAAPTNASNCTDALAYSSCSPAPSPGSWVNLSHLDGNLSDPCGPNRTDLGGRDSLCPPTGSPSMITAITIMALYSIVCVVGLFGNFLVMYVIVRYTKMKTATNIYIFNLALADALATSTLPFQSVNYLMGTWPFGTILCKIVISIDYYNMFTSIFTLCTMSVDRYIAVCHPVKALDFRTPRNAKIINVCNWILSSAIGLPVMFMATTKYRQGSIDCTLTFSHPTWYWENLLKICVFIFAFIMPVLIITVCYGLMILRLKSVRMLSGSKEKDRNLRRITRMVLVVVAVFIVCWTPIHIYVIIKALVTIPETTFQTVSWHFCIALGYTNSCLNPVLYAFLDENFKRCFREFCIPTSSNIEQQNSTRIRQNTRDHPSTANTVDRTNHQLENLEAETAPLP
Target sequence (P41143 whole entry, looked up): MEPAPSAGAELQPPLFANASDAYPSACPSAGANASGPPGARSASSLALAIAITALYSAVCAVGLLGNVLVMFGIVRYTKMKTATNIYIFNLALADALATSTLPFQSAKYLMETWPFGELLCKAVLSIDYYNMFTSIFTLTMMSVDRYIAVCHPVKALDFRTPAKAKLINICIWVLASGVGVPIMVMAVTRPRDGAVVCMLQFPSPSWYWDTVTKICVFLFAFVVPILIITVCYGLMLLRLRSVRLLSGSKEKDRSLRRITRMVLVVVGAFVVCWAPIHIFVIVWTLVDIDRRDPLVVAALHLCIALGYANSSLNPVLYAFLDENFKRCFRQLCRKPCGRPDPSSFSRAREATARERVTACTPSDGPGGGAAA
PKA-R1A activ – PKA-R1A complex activation. PKA-R1A dissociation, Cy5-IP20 fluorescence polarization; scaled: DMSO 0%, 113 µM cGMP 100%. P00514+P68181. AID 504707. activation, % at 11.4 µM. 340,000 compounds, 0.083% hits;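 active = percent activation above the mean of all tested compounds plus 3 SD, cut at about 19% in these data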;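 also: higher means more PKAc released from R1A so a rise in polarization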
DSG3 Ab inh – inhibitors of pemphigus antibody binding to human desmoglein-3; P32926; DSG3-coupled beads, scFv-anti-DSG3-GFP binding, flow cytometry; hits give low values; binding (percent of control), % at 10 µM; 310,000 compounds, 0.48% hits; AID 588358;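 active = binding more than 3 SD below its plate's average and above zero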;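 also: hits lower antibody fragment binding to DSG3; some compounds called inactive have numbers as strong as hits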
OPRM1-OPRD1 inv – mu-delta opioid heterodimer inverse agonism; inhibition, % at 9.3 µM; AID 504357; cell-based MOR-DOR heterodimer luminescence; 340,000 compounds, 0.21% hits; in the data active = inhibition above about 22%, passing the limit was not always enough;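 also: 0% = cells with DMSO and 100% = wells without cells with DMSO; values of inactives mirror those of a sister screen read the other way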
AddAB inh – less growth of phage-infected E. coli with AddAB; 330,000 compounds, 0.29% hits; inhibition, % at 11.9 µM; AID 435030; E. coli expressing H. pylori AddAB, absorbance growth; in the data active = inhibition above about 12%;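 also: 0% = vehicle wells of infected cells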
Starred values were filed as active, the others as inactive; / = not tested or not shown. Hits appear at their usual frequency; about 3.2% have a hit in one of these screens.

SMILES	HTR5A ag	HTR5A inv ctr	E coli growth	PfHsp90 set2	SUMO Mot1 rescue	phage Ecoli inh	MOR-DOR ag	PKA-R1A activ	DSG3 Ab inh	OPRM1-OPRD1 inv	AddAB inh
Cn1c(=O)c2c(nc(Br)n2CC(=O)c2cccs2)n(C)c1=O	-2	3	1.6	20	-5	0.8	-6.4	-2	/	26	3.2
CCn1c(=O)c(=O)n(CC)c2cc(S(=O)(=O)Nc3ccc(C)cc3)ccc21	1	-3	0.4	16	35	-0.1	-1.8	-5	99	9	0.7
CCOc1cc(C(=S)N2CCCCC2)ccc1OS(=O)(=O)c1ccc(Br)cc1	0	7	-0.1	-8	519	4.1	-1.2	-15	102	6	0.3
O=S(=O)(c1ccccc1)N1CCC(N2CCCCCC2)CC1	-3	8	1.1	8	10	0.1	-1.1	2	/	5	-0.8
Nc1ncnc2c(C3OC(CO)C(O)C3O)scc12 (centres undefined)	3	-10	/	23	/	6.0	-0.9	3	88	4	/
CC1(C)CC(=O)c2c(O)cc(OCC(=O)Nc3ccc(CCO)cc3)cc2O1	2	-4	-4.5	25	8	3.5	-0.3	-8	107	2	0.3
CC(=NNC(=O)c1ccc(NS(=O)(=O)c2cccs2)cc1)c1ccc(OCC(N)=O)cc1	-7	18	-1.0	-1	9	1.1	-2.8	-6	/	11	0.0
COc1ccc(S(=O)(=O)NCCc2cn3nc(C)c(C)nc3n2)cc1	-3	10	0.1	-7	16	3.5	-0.3	-5	130	2	2.5
O=C(CSc1nc2cc(Cl)ccc2s1)NCC1CCCO1 (centres undefined)	-1	4	-0.9	/	27	4.4	-2.6	-3	89	13	0.8
O=C(CSc1n[nH]c(=O)[nH]c1=O)N1CCCCCC1	5	3	1.7	-5	-11	-2.4	-3.1	-6	88	16	-0.1
NC(=S)N/N=C/c1cccc(Br)c1	-3	-5	0.9	21	9	4.9	0.1	-11	/	0	2.7
CC(C)N1CC2=C(OC(N)=C(C#N)C2c2cccnc2)/C(=C/c2cccnc2)C1 (centres undefined)	11	-29	-2.9	-7	16	4.8	-2.0	8	/	12	1.5
N#Cc1nc(-c2ccccc2F)oc1NCc1cccc2c1OCO2	3	-9	-2.9	-61	6	0.7	-0.7	2	105	4	-0.4
O=C(O)CCC(=O)N(Cc1ccccc1)Cc1ccccc1	-3	13	0.1	-26	-12	1.7	-2.2	1	90	11	3.0
Nc1cc(N)nc(SCc2cc([N+](=O)[O-])cc3c2OCOC3)n1	0	3	-0.8	-35	-1	-1.1	-0.3	0	96	1	1.8
CC(=O)N1CCN(c2ncnc3sc(-c4ccccc4)cc23)CC1	-2	4	1.1	14	-4	4.4	-1.9	0	104	9	-0.2
CC(C)Cc1ccc(/C=C/C(=O)N2CCOCC2)cc1	3	-8	1.3	-7	-4	1.9	0.9	-3	114	-4	1.5
CC(C)c1cc(-c2cc(-c3ccc(Cl)cc3)on2)nc(NC2CCCC2)n1	6	-1	-1.6	7	304	4.0	-0.2	-3	103	1	2.3
Cc1ccc(C(=O)Nc2nc3nc(-c4ccccc4)cc(=O)n3[nH]2)cc1	4	-10	1.5	0	-1	2.0	-3.1	-5	99	18	1.9
CC(C)CC(=O)Nc1ccc(Nc2ccccc2)cc1	2	7	-2.7	/	122	4.2	-1.2	-15	97	7	1.8
CCNc1nc(NC(C)C)nc(Nn2cnnc2)n1	2	-2	1.3	-1	-16	0.9	-0.5	11	103	3	0.3
O=C(CCc1ccccc1)Nc1ccccc1C(=O)N1CCOCC1	5	-14	0.8	-14	0	3.8	-2.1	0	100	11	3.0
CC1=CN2C(=NC(=O)CC2(C)C(=O)N(CC(=O)NC2CCCC2)Cc2ccccc2)C=C1 (centres undefined)	5	-7	-0.2	19	-19	2.8	-0.6	7	96	3	0.4
COC(=O)c1ccc2[nH]c(C3(O)CCCCC3)c(C)c2c1	2	5	1.0	-9	104	2.7	5.3	10	102	-30	5.1
O=C(Cn1cnc2ccccc2c1=O)NC1CCCc2ccccc21 (centres undefined)	-1	-8	-0.5	-5	-8	0.8	-1.4	-2	104	8	2.1

Reprinted at random: 3 entries already listed
SMILES	HTR5A ag	HTR5A inv ctr	E coli growth	PfHsp90 set2	SUMO Mot1 rescue	phage Ecoli inh	MOR-DOR ag	PKA-R1A activ	DSG3 Ab inh	OPRM1-OPRD1 inv	AddAB inh
CC1=CN2C(=NC(=O)CC2(C)C(=O)N(CC(=O)NC2CCCC2)Cc2ccccc2)C=C1 (centres undefined)	5	-7	-0.2	19	-19	2.8	-0.6	7	96	3	0.4
CC(C)Cc1ccc(/C=C/C(=O)N2CCOCC2)cc1	3	-8	1.3	-7	-4	1.9	0.9	-3	114	-4	1.5
O=C(CSc1nc2cc(Cl)ccc2s1)NCC1CCCO1 (centres undefined)	-1	4	-0.9	/	27	4.4	-2.6	-3	89	13	0.8

The list goes on:
SMILES	HTR5A ag	HTR5A inv ctr	E coli growth	PfHsp90 set2	SUMO Mot1 rescue	phage Ecoli inh	MOR-DOR ag	PKA-R1A activ	DSG3 Ab inh	OPRM1-OPRD1 inv	AddAB inh
NC(=S)NC1CCS(=O)(=O)C1 (centres undefined)	0	1	0.5	29	4	3.3	-1.2	1	108	7	3.2
Cc1cc2c(cc1S(=O)(=O)N1CCCCC1)OCC(=O)N2	-4	-13	-0.3	-7	12	2.8	-1.9	0	98	10	3.0
CN(C)C(=O)N1CCCC(C(=O)NCc2ccc(F)cc2Cl)C1 (centres undefined)	-1	10	0.0	0	1	0.2	-1.1	0	105	7	1.4
O=C(O)CSCC(=O)Nc1ccc(C(F)(F)F)cc1	0	-1	1.4	-3	5	3.9	-2.2	-4	86	14	1.8
Cc1cc(NC(=O)CN2C(=O)CCSc3ccccc32)no1	-4	10	-0.7	19	5	2.3	-4.0	-6	92	18	-0.5
CCOc1ccccc1N(C)S(=O)(=O)c1ccc2c(c1)N(C(C)=O)CCO2	10	-7	-1.0	-5	13	2.9	-2.9	-4	103	14	3.4
O=C(Nc1cccc(C(F)(F)F)c1)n1cc(-c2ccccn2)c(N2CCOCC2)n1	7	-20	0.8	9	3	4.4	1.4	-5	107	-10	0.2
COc1ccc(-c2ccc3oc(-c4ccc(OC)cc4)c(-c4ccc(OC)cc4)c3c2)cc1	4	21	0.9	-12	2	1.6	-3.4	-8	97	16	-0.5
CCOC(=O)c1nn(-c2ccccc2C)c(=O)cc1OCC(=O)Nc1cccc(OC)c1	-2	6	1.4	-49	7	2.1	-1.0	0	112	6	0.4
CCC(C)NC(=O)CNC(=O)c1nn(-c2ccc(OC)cc2OC)c(=O)c2ccccc12 (centres undefined)	0	0	1.8	-14	-2	1.3	0.7	2	98	-4	0.1
CCOC(=O)C1CCN(C(=O)CCNS(=O)(=O)c2ccc3c(c2)CCN3C(=O)CC)CC1	-2	-11	1.8	-1	6	2.1	1.4	8	109	-7	3.5
CCN1CCN(S(=O)(=O)Cc2ccccc2)CC1	-4	-1	-3.5	-4	-9	1.4	-3.1	-9	104	17	-0.4
Cc1ccc(NC(=O)C(=O)NCC2CCN(C(=O)c3cccc([N+](=O)[O-])c3)CC2)cc1	-3	-10	-1.0	6	218	1.1	-1.6	-6	103	8	-2.0
Cc1ccc(C(=O)c2ncc[nH]2)cc1	1	-4	-0.3	9	-19	-0.7	-2.0	-4	101	12	4.2
Cn1ccnc1SCC(=O)Nc1ccccc1	-4	1	1.8	11	6	1.1	-1.1	-12	90	6	1.2
CC(OC(=O)c1cc(S(=O)(=O)N2CCOCC2)ccc1F)C(=O)NCC1CCCCC1 (centres undefined)	-1	4	-0.9	13	3	-0.5	-2.2	-4	82	11	-1.4
COCCN1Cc2cccc(C(=O)NC(C)c3cccs3)c2C1=O (centres undefined)	0	-7	0.1	32	82	1.4	-0.9	5	99	5	0.2
CCCc1cc(=O)[nH]c(SCC(=O)N2CCN(c3ccccc3)CC2)n1	3	-11	-2.2	-21	-16	0.6	-3.0	-4	103	17	-1.2
O=C(NC(=S)N1CCN(c2ccccn2)CC1)c1ccccc1	2	-4	-5.0	8	7	0.9	-3.9	-14	93	20	-3.4
COc1cc2c(cc1OC)-c1c(OC)c(OC)cc3ccnc(c13)C2=O	-1	3	1.5	-2	6	2.1	-1.4	-12	103	8	1.1
Cc1ccc(S(=O)(=O)NCCc2ccc(S(N)(=O)=O)cc2)cc1	0	0	-0.7	/	-6	3.1	-1.3	-2	102	7	2.6
COc1ccc(NC(=O)CC2Oc3ccccc3NC2=O)c(OC)c1 (centres undefined)	-2	8	-0.2	9	-2	2.7	-0.5	1	95	2	2.2
CCOC(=O)c1cc(-c2ccccc2C)nn1Cc1cc(CC)no1	4	7	-1.6	-8	6	0.5	2.6	3	101	-12	2.4
O=C(NCCCc1ccccc1)C1CCN(c2nnc(-n3cccc3)s2)CC1	-1	3	-1.9	-3	15	3.4	-1.6	-9	96	9	-0.2
Cc1cc(C)cc(NC(=O)c2ccc(CNc3c(N4CCOCC4)c(=O)c3=O)cc2)c1	1	-2	-0.2	-2	1	1.3	-3.0	-7	100	15	-1.6
(more compounds)
SMILES	HTR5A ag	HTR5A inv ctr	E coli growth	PfHsp90 set2	SUMO Mot1 rescue	phage Ecoli inh	MOR-DOR ag	PKA-R1A activ	DSG3 Ab inh	OPRM1-OPRD1 inv	AddAB inh
Cc1ccc(C)c(CN2CCSCC2)c1	1	-2	0.7	-12	-6	-2.0	-1.0	1	120	5	3.2
CNC(=O)/C(C#N)=C1\SC(Cc2ccc(F)cc2)C(=O)N1c1ccccc1C (centres undefined)	-1	-17	1.4	-2	-23	4.3	-0.4	-6	/	2	-5.7
Cc1cc(C)c(C#N)c(SCc2cc3c(cc2Cl)OCO3)n1	9	4	1.2	-17	16	2.0	-0.3	-3	117	2	2.0
CCNC(=O)NC1(C(=O)Nc2ccc3c(c2)CCC3)CCCCC1	1	-2	-1.8	-16	11	3.1	-1.2	-16	104	6	-1.1
O=C(NCc1ccco1)c1ccc(COc2ccc(Cl)cc2)cc1	5	4	0.1	6	-12	4.0	1.4	-7	78	-7	1.1
Cc1ccc([N+](=O)[O-])cc1NC(=O)CCSc1ccc(Cl)cc1	1	-27	0.6	14	-22	0.4	-0.5	-4	107	3	-0.3
O=C(CC1SC(=O)N(c2ccccc2)C1=O)Nc1cccc2ccccc12 (centres undefined)	-1	8	-2.1	6	-18	1.0	-0.7	5	106	4	-2.6
COCCn1c(-c2ccco2)csc1=Nc1cccnc1	1	-29	-1.2	-3	-11	/	-2.5	-7	96	14	-0.3
O=C(C1=C(O)C(=O)N(CCN2CCOCC2)C1c1ccc([N+](=O)[O-])cc1)c1cc2ccccc2o1 (centres undefined)	0	-2	-0.3	-25	-6	/	0.5	-8	109	-3	2.5
NC(=O)c1nnsc1-c1ccco1	-1	3	/	/	/	1.6	-2.1	-1	89	11	/
COc1ccc(N/N=C2/CCCCC2=O)cc1	0	-17	2.4	25	107	-2.4	-1.3	9	103	7	1.1
CCCOP(=O)(c1ccc(N(C)C)cc1)C(Nc1ccccc1)c1ccc(C)cc1 (centres undefined)	1	26	1.9	9	-18	-0.3	4.0	1	/	-20	5.0
COC(=O)N/N=C/C1=CCC2CC1C2(C)C (centres undefined)	5	11	1.3	-12	-6	2.5	-1.1	3	99	6	4.1
Oc1ccccc1/C=N/N1CCCCC1	-2	4	3.2	12	-12	4.6	-1.2	-4	93	7	2.7
